aGal spleen mod – inhibits or activates alpha-galactosidase in human spleen homogenate | human spleen homogenate, 4MU-alpha-Gal fluorescence, 40 min | Potency, µM (series often up to 80 µM), without a hit: at the top dose activity change, negative = inhibition, hits mostly inhibitors | hit rate 0.008% among 240,000 | AID 2107;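 also: 0% = enzyme with vehicle and -100% = no enzyme basal signal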
Target sequence (P06280 32-429 limits assumed): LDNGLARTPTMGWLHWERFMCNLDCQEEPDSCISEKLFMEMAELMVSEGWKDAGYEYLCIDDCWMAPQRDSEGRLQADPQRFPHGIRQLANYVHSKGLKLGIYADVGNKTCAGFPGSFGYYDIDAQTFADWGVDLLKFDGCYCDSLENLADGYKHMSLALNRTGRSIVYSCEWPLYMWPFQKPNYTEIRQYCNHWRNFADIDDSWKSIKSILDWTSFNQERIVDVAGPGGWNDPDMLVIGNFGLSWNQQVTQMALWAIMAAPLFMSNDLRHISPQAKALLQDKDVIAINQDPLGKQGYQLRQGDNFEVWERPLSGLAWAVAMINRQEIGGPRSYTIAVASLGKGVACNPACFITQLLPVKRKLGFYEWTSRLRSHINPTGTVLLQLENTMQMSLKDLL
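Inhibition or activation of alpha-galactosidase in human spleen homogenate is scored by 4-MU fluorescence after 40 min at 37C, pH 5.0, with 1 mM substrate. AC50s come from concentration-response fitted to the Hill equation.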
aGlu spleen mod – inhibitors or activators of human alpha-glucosidase in spleen homogenate. AID 2112. P10253. human spleen homogenate, 4-MU-alpha-glucoside fluorescence. hit rate 0.006% among 240,000. Potency, µM (highest dose often 79.9 µM), for the others: at the top dose activity change, negative = inhibition, hits mostly inhibitors;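 also: 0% = enzyme with vehicle and -100% = no enzyme basal signal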
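Human spleen homogenate (1 ug) with 4-methylumbelliferyl-alpha-D-glucopyranoside (1 mM final) in 50 mM citrate/phosphate pH 5.0, 0.01% Tween-20; 40 min at 37 C. Stopped at pH 10; 4-MU fluorescence Ex 365/Em 440 nm; AC50 by Hill fit.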
KDM4E inh – blocks human JMJD2E demethylase activity. JMJD2E catalytic domain, FDH-coupled NADH fluorescence (FDH is formaldehyde dehydrogenase). hit rate 1.6% among 230,000. Potency, µM (highest dose often 57.1 µM), for the others: at the highest dose activity change, negative = inhibition, most hits filed as inhibitors; active = well fitted inhibition curve with a large enough effect, not every such curve was filed as active; inconclusive = small, poorly fitted or top-dose-only effect, or another doubt; inactive = no such curve, though single readings can be large or run the other way;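 also: 0% = wells with enzyme and -100% = buffer wells without enzyme; nearly all actives have a fitted effect of over 50% in size; many of its hits are not listed in these tables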
Target sequence (B2RXH2 1-337 limits assumed): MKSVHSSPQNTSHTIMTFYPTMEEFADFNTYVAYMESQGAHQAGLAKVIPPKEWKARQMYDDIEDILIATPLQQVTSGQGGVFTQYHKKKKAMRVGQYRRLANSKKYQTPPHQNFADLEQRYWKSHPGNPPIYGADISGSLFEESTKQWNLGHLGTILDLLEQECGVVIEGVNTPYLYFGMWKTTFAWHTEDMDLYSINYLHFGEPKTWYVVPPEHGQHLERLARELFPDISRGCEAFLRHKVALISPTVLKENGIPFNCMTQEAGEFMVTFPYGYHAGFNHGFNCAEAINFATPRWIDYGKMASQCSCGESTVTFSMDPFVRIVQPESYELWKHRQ
RGS12 GoLoco inh – blocks human Gai1 binding to RGS12 GoLoco peptide, red readout; AID 880; P63096; Gai1:RGS12 GoLoco peptide FP, rhodamine, 10 min; hit rate 0.44% among 230,000; Potency, µM (titrated, usually from 61.6 µM), without a hit: at the highest dose activity, negative = inhibition, most hits filed as inhibitors; active = well fitted inhibition curve with a large enough effect, not every such curve was filed as active; inactive = no such curve, though single readings can be large or run the other way; also: % is scaled to controls: 0 for no effect and ±100 for the full control effect; nearly all actives have a fitted effect of over 30% in size; many of its hits are not listed in these tables
Target sequence (P63096 whole entry, looked up): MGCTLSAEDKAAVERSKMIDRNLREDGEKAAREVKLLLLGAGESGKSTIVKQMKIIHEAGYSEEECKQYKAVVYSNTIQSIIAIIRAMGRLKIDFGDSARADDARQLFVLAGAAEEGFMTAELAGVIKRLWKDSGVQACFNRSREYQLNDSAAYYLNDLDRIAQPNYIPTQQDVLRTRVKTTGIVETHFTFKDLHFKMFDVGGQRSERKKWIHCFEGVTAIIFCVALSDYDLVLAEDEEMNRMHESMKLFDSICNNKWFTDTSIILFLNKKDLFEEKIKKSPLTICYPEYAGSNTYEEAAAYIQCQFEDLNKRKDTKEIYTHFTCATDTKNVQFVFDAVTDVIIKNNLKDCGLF
SMN2 splice up – increases expression of the SMN2 splice variant. HEK293 SMN2-luciferase splicing reporter, luminescence, 30-36 h. Potency, µM (series often up to 46.1 µM), for the others: top-dose activity change, positive = activation, most hits filed as activators. hit rate 2.8% among 210,000. AID 1458; also: % of control where 0% means no effect; nearly all actives have a fitted effect of over 55% in size
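qHTS luciferase splicing reporter: luminescence rises when SMN2 exon 7 is included in transfected HEK293 cells. Compound exposure lasted 30-36 h at 37C, with 4.5 mM final sodium butyrate as control, followed by a ONE-Glo read.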
GAA inh – blocks human lysosomal alpha-glucosidase; P10253; purified human GAA, 4-MU-alpha-glucoside fluorescence; Potency, µM (doses to about 76.9 µM), for the others: top-dose activity change, negative = inhibition, actives largely listed as inhibitors; hit rate 0.005% among 200,000; AID 1466;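 also: plate controls were uninhibited enzyme wells for no effect and no-enzyme background for full effect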
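Compounds are titrated up to 77 uM against 4 nM human enzyme. Substrate 4-methylumbelliferyl-alpha-D-pyranoside (400 uM) reacts 20 min at room temperature in pH 5.0 buffer; liberated 4-methylumbelliferone is read at 440 nm.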
ALDH1A1 block – inhibitors of human aldehyde dehydrogenase 1A1. P00352. Purified ALDH1A1, NADH fluorescence, propionaldehyde substrate. Potency, µM (highest dose often 75.3 µM), without a hit: top-dose activity, negative = inhibition, actives largely listed as inhibitors. hit rate 7.3% among 220,000. AID 1030; active = well fitted inhibition curve with a large enough effect, not every such curve was filed as active; inconclusive = small, poorly fitted or top-dose-only effect, or another doubt; inactive = no such curve, though single readings can be large or run the other way;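 also: plate controls were no enzyme wells and a reference inhibitor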
GAA glycogen – GAA glycogen-cleavage inhibition or activation; AID 2100; P10253; hit rate 0.38% among 300,000; Potency, µM (doses to about 76.4 µM), without a hit: at the top dose activity change, negative = inhibition, hits mostly inhibitors; recombinant GAA, glycogen substrate, Amplex Red glucose oxidase fluorescence;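 also: 0% = full enzyme reaction and -100% = no-enzyme basal signal; the screen sought inhibitors and activators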
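qHTS, 1536-well; enzyme 4 nM final; cpd up to 77 uM; substrate bovine liver glycogen 30 ug; 50 mM citrate/phosphate pH 5.0, 0.01% Tween-20; 37 C, 40 min; Amplex Red detection 45 min RT; Hill fit → AC50.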
* = called active by the depositor; ? = inconclusive; · = no result given; & = joins results of further samples; [ ] = dose if it differs, or a comment. Unless noted, calls follow the shape of the dose curve; as a rule, active = well fitted curve in the direction sought with a large enough effect; inconclusive = small, poorly fitted or top-dose-only effect, or another doubt; inactive = no such curve, though single readings can be large; an effect the other way counts as inactive or inconclusive. Potency is read from the fitted curve at half-maximal effect. A portion of the library; the hit share may differ from the screen's.

SMILES	aGal spleen mod	aGlu spleen mod	KDM4E inh	RGS12 GoLoco inh	SMN2 splice up	GAA inh	ALDH1A1 block	GAA glycogen
O=C(c1ccc(N2C(=O)C3CC=C(Cl)CC3C2=O)cc1)N1CCOCC1 (stereo not given)	10%	5%	3%	19%	-3%	7%	-2%	-1%
COc1ccc(NS(=O)(=O)c2ccc(Br)s2)cc1OC	-16%	-9%	4%	-7%	-55%[inhibitor]	-4%	11%	-3%
Cc1cc(C)c(S(=O)(=O)N2CCN(c3ccc([N+](=O)[O-])c(NCC4CCCO4)c3)CC2)c(C)c1 (stereo not given)	-18%	-3%	9%	-3%	-12%	2%	5%	-1%
COc1ccc(C2CC(C(F)(F)F)n3nc(C(=O)NCCCn4ccnc4)cc3N2)cc1OC (stereo not given)	0%	-17%	2%	3%	?	-9%	10%	0%
Cc1ccc(S(=O)(=O)N2CCC(C(=O)N[C@@H](C)C(=O)NCc3ccco3)CC2)cc1	10%	6%	0%	-1%	-4%	-14%	2%	-1%
Cc1ccc(S(=O)(=O)Nc2ccccc2C(N)=O)cc1	15%	5%	?	4%	-4%	1%	?	-7%
C/C(=N/Nc1ccc(C)cc1)C1(C)N(O)C(C)(C)C(c2ccco2)=[N+]1[O-] (stereo not given)	9%	-13%	?	-9%	-22%	7%	25µM*	2%
c1ccc(CSc2ccc(-c3cccs3)nn2)nc1	2%	·	-8%	6%	16µM*	5%	-5%	-3%
CN(C)S(=O)(=O)c1cccc(NC(=O)c2ccc(N3CCOCC3)c([N+](=O)[O-])c2)c1	1%	8%	-4%	6%	-8%	-12%	18µM*	-5%
COCCN(Cc1cc2cc3c(cc2nc1Cl)OCO3)C(=O)Nc1ccc(OC)cc1	-5%	-3%	2%	3%	-60%[inhibitor]	5%	2%	9%
COc1ccc(NC(=O)/C=C/c2ccc(Cl)cc2)cc1	4%	-7%	-2%	4%	11µM*	·	?	·
Nc1cc(=O)nc(SCC(=O)NC2CCCCC2)n1-c1ccccc1	12%	-10%	3%	-2%	-3%	-9%	-7%	2%
Cc1cc(OCC(=O)NCC(C)C)cc(C)c1Br	0%	-1%	8%	-7%	-8%	-10%	?	4%
Cc1cccc(N2CCN(c3nc4ccc(Cl)cc4n4cnnc34)CC2)c1C	1%	-1%	?	4%	-24%	8%	?	3%
COc1ccc(/C=N/n2cnnc2)cc1Oc1nc(Cl)ncc1F	-6%	-9%	1%	-3%	·	-4%	?	2%

Next part, overlapping the part above by 2 compounds.
SMILES	aGal spleen mod	aGlu spleen mod	KDM4E inh	RGS12 GoLoco inh	SMN2 splice up	GAA inh	ALDH1A1 block	GAA glycogen
Cc1cccc(N2CCN(c3nc4ccc(Cl)cc4n4cnnc34)CC2)c1C	1%	-1%	?	4%	-24%	8%	?	3%
COc1ccc(/C=N/n2cnnc2)cc1Oc1nc(Cl)ncc1F	-6%	-9%	1%	-3%	·	-4%	?	2%
CN1CCN(C(=O)C2=C[C@@H](c3csc4ccccc34)C[C@@H](OCc3ccc(CO)cc3)O2)CC1	-2%	-6%	-4%	2%	·	·	-5%	3%
O=C1CC(=O)N(c2cccc(F)c2)N1	7%	6%	1%	4%	5%	7%	?	?
COc1cc(C(CCN2CCCC2)c2c(OC)cc(OC)c3ccc(=O)oc23)cc(OC)c1OC (stereo not given)	-4%&9%	7%&-8%	?	4%	·	·	·	1%
COC(=O)C1C2C=CC3(CN(c4cccc(Cl)c4)C(=O)C13)O2 (stereo not given)	-11%	-6%	3%	2%	-1%	0%[15.4 µM]	21%	8%
CCOc1cc(NC(=O)c2ccccc2C)c(OCC)cc1NC(=O)C1=Cc2ccccc2OC1	8%	-4%	7%	1%	2%	-9%	7%	4%
Cc1ccc(S(=O)(=O)NC(=O)NCCCCNC(=O)NS(=O)(=O)c2ccc(C)cc2)cc1	-1%	7%	5%	-2%	-7%	0%	11%	-4%
O=C(c1ccccc1OCc1ccccc1Br)N1CCN(c2ncccn2)CC1	5%	-14%	?	0%	14%	-13%	?	10%
Cc1cccc(N(CC(=O)NC2CCCCC2)C(=O)c2c(C)noc2C)c1	0%	-4%	6%	5%	4%	-5%	1%	9%
CC(C)(C)c1nnc2sc(SCC(=O)N3CCc4ccccc43)nn2c1=O	-5%	·	8%	17%	-17%	-5%	-2%	-11%
CC1CCN(CCCNC(=O)c2ccc(Cn3c(=S)[nH]c4ccc(Br)cc4c3=O)cc2)CC1	2%	2%	8%	9%	2%	-1%	-6%	-13%
CC1=C(CCN2CCN(C3CCCC3)C(CCO)C2)C(C)(C)CCC1 (stereo not given)	-5%	-8%	0%	6%	·	-13%	-4%	8%
O=C(COC(=O)c1cncc(Br)c1)NCc1ccco1	-2%	-16%	-25%	16%	-2%	-3%	-32%	7%
CCOC(=O)c1c(-c2ccc(F)cc2)csc1NC(=O)c1c(-c2ccccc2)noc1C	-2%	-7%	?	4%	?	?	?	3%
Cc1ccccc1CSCC(=O)NCCSc1ccccn1	2%	4%	11%	8%	1%	-6%	-5%	-17%
CC1CCC(NC(=O)Cn2cc3c(n2)CCCC3)CC1 (stereo not given)	-21%	-12%	0%	12%	26%	-3%	4%	-13%
COc1ccc(NC(=O)/C(Cl)=C(/Cl)S(=O)(=O)Cc2ccc(C)cc2)cn1	10%	3%	-3%	4%	5%	2%	2.5µM*	8%
Cc1cc2c(ncn2C)c(NS(=O)(=O)c2ccc(F)cc2)c1C	-8%	-10%	5%	-1%	17%	-1%	-5%	-5%
O=C(c1ccccc1)c1ccc(OCC(=O)N2CCOCC2)cc1	-1%	-6%	-8%	1%	-24%	-1%	?	4%
CCc1ccc(C2NC(c3ccc(CC)cc3)C([N+](=O)[O-])C(C)(C)C2[N+](=O)[O-])cc1 (stereo not given)	-1%	-4%	-4%	-4%	-10%	-1%	-3%	0%
C=CCNC(=S)Nc1sc2c(c1C(N)=O)CCCC2	-4%	3%	-2%	3%	·	·	·	?
O=C(Nc1ccccc1)N1CCN2C(=O)c3ccccc3C12c1ccccc1 (stereo not given)	-1%	-3%	2%	2%	-2%	-8%	-3%	6%
COc1cccc(C(=O)C2CCCN(Cc3cccn3-c3ccccn3)C2)c1 (stereo not given)	4%	1%	3%	11%	·	·	?	8%
CCC(C)C(NC(=O)OC(C)(C)C)C(=O)NC(CC(C)C)C(N)=O (stereo not given)	-1%	-13%	4%	-5%	-6%	-9%	-4%	1%
CCOC(=O)N1CCC(NC(=O)CN(C)S(=O)(=O)c2cc3c(cc2Cl)NC(=O)CO3)CC1	3%	0%	3%	14%	1%	0%	11%	7%
O=C(NCc1csc(-c2ccccc2)n1)c1cc(F)cc2c1OCOC2	3%	4%	?	-4%	·	2%	-3%	7%
Cc1cccc([C@H]2[C@@H]3C=CC[C@@H](C)[C@@H]3C(=O)N2Cc2ccccc2)c1	7%[119 µM]	5%[119 µM]	·	7%[88.7 µM]	·	·	?	·
COc1ccc2nc(N3CCC(C)CC3)c(C#N)cc2c1	28%	12%	?	7%	20µM*	?	?	-6%
Oc1ccc(-c2[nH]ncc2-c2cccc3cccnc23)c(O)c1	2%	0%	-2%	1%	-59%[inhibitor]	-2%	-2%	?
CCCCCCCC(=O)NNC(=O)CC(=O)Nc1ccccc1C(=O)O	-4%	-16%	-28%	7%	19%	-10%	5%	16%
CCOCCCNC(=O)CNC(=S)N(Cc1ccccc1F)C1CCCCC1	-10%	-13%	2%	-11%	-9%	-2%	14µM*	5%
COC(=O)c1ccc(/C=N/OCC(=O)Nc2cc(F)ccc2F)cc1	0%	-1%	-6%	0%	13%	-5%	-9%	5%
C=CCNc1nc(-c2ccc([N+](=O)[O-])cc2)cs1	-9%	-6%	5%	1%	?	-4%	4%	1%
O=C(c1cc(-c2ccco2)on1)N1CCOCC1	-5%	-9%	-19%	4%	20%	7%	?	9%
CCCCNC(=O)NC(C(=O)OC)C12CC3CC(CC(C3)C1)C2 (stereo not given)	-4%	-1%	0%	-4%	·	0%	?	8%
COc1ccc(-c2cn[nH]c2N)cc1	-2%	-2%	9%	-9%	16%	-9%	5%	-10%
C=CCSc1ncnc2c1oc1nc3c(cc12)COC(C)(C)C3	-11%	-4%	3%	11%	·	-2%[15.4 µM]	?	4%
C=CCNC(=S)NNC(=O)c1ccc(=O)n(Cc2ccccc2)c1	2%	4%	?	4%	10%	1%	-8%	?
N#Cc1ccc(OCc2nnc(SCC(=O)c3ccccc3)n2-c2ccccc2)cc1	-1%	5%	5%	3%	-45%[inhibitor]	-6%	-3%	-7%
Cc1ccc(NC(=O)Nc2ccccc2C#N)c(Cl)c1	15%	0%	?	8%	-15%	?	?	3%
Cc1onc(-c2c(F)cccc2Cl)c1C(=O)OCc1cnc(Cl)s1	4%	0%	0%	-7%	9%	2%	-4%	-5%
Cc1ccc(-c2csc3ncnc(Oc4cccc5ccc(C)nc45)c23)cc1	-8%	-10%	1%	·	·	-12%	3%	-4%
CCOc1ccc(N2CC(=O)N/C2=N\c2nc(C)cc(C)n2)cc1	11%	-3%	10%	0%	-9%	-12%	9%	-3%
O=c1[nH]c(Nc2ccc(F)cc2)cc2ccccc12	2%	-3%	?	-20%	-2%	-4%	?	?
COC(=O)c1cn(CC(=O)N2C(C)CCCC2C)c2ccccc12 (stereo not given)	2%	-3%	4%	-7%	-38%[inhibitor]	?	?	3%
O=C(Nc1ccc2c(c1)OCO2)c1ccc(COc2ccc3c(c2)CCC3)o1	3%	2%	0%	18%	11µM*	-5%	-10%	-7%
CC(C)Cn1c2c(c(O)c(C(=O)Nc3ncccc3O)c1=O)CCCC2	-2%	-3%	?	4%	-11%	-4%	7.9µM*	3%

As entered above.
aGal spleen mod with `CCCCNC(=O)NC(C(=O)OC)C12CC3CC(CC(C3)C1)C2` (stereo not given) reads -4%
SMN2 splice up with `COc1ccc(-c2cn[nH]c2N)cc1` reads 16%
ALDH1A1 block with `C=CCNc1nc(-c2ccc([N+](=O)[O-])cc2)cs1` reads 4%
SMN2 splice up with `Cc1onc(-c2c(F)cccc2Cl)c1C(=O)OCc1cnc(Cl)s1` reads 9%

Source: PubChem
